# Source: PubChem (several laboratories)
# sPLA2-III inh: Blocks human group III sPLA2 activity | Q9NZ20 | QFRET BODIPY PC-A2 liposome hydrolysis, fluorescence | inhibition, % at 12.2 µM | actives 0.56% (n = 370,000) | AID 743126;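 active means inhibition above mean plus 3 SD of compounds lying within the high and low control bounds, cut at about 19% in these data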;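 further: 0% = median of test compound wells and 100% = no enzyme DMSO wells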
# Target sequence (Q9NZ20 whole entry, looked up): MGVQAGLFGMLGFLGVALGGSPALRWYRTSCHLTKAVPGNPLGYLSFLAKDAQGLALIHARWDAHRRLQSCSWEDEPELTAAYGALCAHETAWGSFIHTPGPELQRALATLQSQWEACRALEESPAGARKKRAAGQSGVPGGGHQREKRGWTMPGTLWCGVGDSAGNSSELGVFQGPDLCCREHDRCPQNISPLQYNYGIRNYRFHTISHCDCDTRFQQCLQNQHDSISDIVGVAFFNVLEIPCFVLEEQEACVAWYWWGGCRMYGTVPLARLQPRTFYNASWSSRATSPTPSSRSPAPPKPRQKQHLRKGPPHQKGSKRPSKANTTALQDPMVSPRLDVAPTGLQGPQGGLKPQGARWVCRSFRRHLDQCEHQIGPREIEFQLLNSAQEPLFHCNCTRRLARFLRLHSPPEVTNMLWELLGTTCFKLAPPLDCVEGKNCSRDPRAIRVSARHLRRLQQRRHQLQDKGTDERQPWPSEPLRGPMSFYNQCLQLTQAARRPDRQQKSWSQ
# hcDAF-12 act: activators of H. contortus DAF-12 nuclear receptor; activation, % at 6.8 µM; HEK293 hcDAF-12 lit1-tk-luc reporter, luminescence; 0% DMSO, 100% Δ7-dafachronic acid; AID 652067; actives 1.4% (n = 370,000);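 active means activation above the mean of all tested compounds plus 3 SD, cut at about 5.5% in these data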;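 further: 100% = response to 3 µM Δ7-dafachronic acid high control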
# GC-B act: GC-B (human) receptor activation. P20594. HEK293-GC-B cells, CNP EC30, cGMP TR-FRET; 0% at EC30 CNP, 100% saturating CNP. activation, % at 10 µM. actives 0.11% (n = 370,000). AID 1920062;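 active means activation at 10 µM reaching about 35% in either raw or pattern-adjusted values, limit read from the data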
# ssDAF12 agonist: S. stercoralis DAF-12 activation, primary screen. actives 1% (n = 370,000). activation, % at 6.8 µM. HEK293 ssDAF-12/GRIP1 lit1-tk-luc reporter, luminescence; % of 3 µM dafachronic acid response;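 active means activation above the mean over all tested compounds plus 3 SD, cut at about 0.9% in these data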;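 further: 0% = DMSO-only wells and 100% = 3 µM delta7-dafachronic acid wells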
# ADAM10 inh: inhibits human ADAM10; O14672; recombinant ADAM10, EDANS/DABCYL FRET peptide cleavage, 3 h; inhibition, % at 7 µM; actives 0.62% (n = 370,000);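 active means inhibition above a per-campaign cutoff equal to the mean of compounds falling between control-based bounds plus 3 SD, cut at about 20% in these data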;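 further: 0% = DMSO wells while the 100% control is not disclosed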
# GC-A act: GC-A (human) enzyme activation; P16066; HEK293 GC-A cells, cGMP TR-FRET, EC30 ANP; 0% at EC30 ANP, 100% saturating ANP; activation, % at 10 µM; actives 0.14% (n = 370,000); AID 1671463; in the data active means activation above about 40%
# DAX1 inh-1: DAX1 (NR0B1) inhibition, primary screen; HEK293T StAR-luciferase reporter, SF-1/DAX-1 repression relief; inhibition, % at 6.8 µM; actives 1.1% (n = 370,000); AID 652010;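 active means inhibition above the mean over all tested compounds plus 3 SD, cut at about 3.6% in these data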;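 further: 0% = DAX-1 cells with DMSO and 100% = cells lacking DAX-1 with DMSO; higher inhibition means more luminescence from relief of DAX-1 repression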
# FXN GAA850 act: increases GAA850 frataxin promoter reporter activity. actives 0.56% (n = 360,000). AID 540364. HEK293 lucGAA850 FXN promoter luciferase reporter, 24 h; percent of 10 µM SAHA response. activation, % at 6 µM;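 active means activation above the average of all compounds screened plus 3 SD, cutoff fixed separately per campaign, cut at about 7.5% in these data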;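 further: 0% = DMSO wells and 100% = 10 µM SAHA wells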
# SMARCA2 activ: SMARCA2 function activation, primary screen. activation, % at 9.1 µM. actives 1% (n = 370,000). MG213 cells, MMTV-luciferase reporter, dexamethasone, overnight; in the data active means activation above about 7.8%;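 further: 0% = vehicle wells and 100% = reference activator wells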
# hgDAF-12 ag: hgDAF-12 agonism, primary luciferase screen. HEK293 GAL4-hgDAF12 UAS-luciferase reporter, agonist luminescence; normalized to butyrate control. activation, % at 6.8 µM. actives 1.8% (n = 370,000);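 active means activation above a cutoff set at the mean of all screened compounds plus 3 SD, cut at about 10% in these data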;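 further: 0% = DMSO wells and 100% = sodium butyrate wells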
# DAX1 inh-2: inhibits human nuclear receptor DAX1. HEK293 Gal4-DAX1 luciferase reporter, luminescence. actives 0.99% (n = 340,000). AID 504766. P51843. inhibition, % at 6.75 µM;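 active means inhibition above the mean over all tested compounds plus 3 SD, cut at about 4.2% in these data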;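 further: 0% = DAX1-transfected cells with DMSO and 100% = empty-vector control cells with DMSO; inhibition shows as a rise in luminescence from relieved DAX1 repression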
# Target sequence (P51843 207-470 limits assumed): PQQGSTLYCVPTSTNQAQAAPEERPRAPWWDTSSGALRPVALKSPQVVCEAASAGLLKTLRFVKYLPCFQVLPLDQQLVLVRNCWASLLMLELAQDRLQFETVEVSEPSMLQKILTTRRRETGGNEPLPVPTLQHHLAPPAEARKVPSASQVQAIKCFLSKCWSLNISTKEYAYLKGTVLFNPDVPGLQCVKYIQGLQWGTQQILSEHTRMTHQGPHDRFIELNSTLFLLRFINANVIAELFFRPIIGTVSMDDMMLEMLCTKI
# Starred values were filed as active, the others as inactive; x = no result given.
SMILES,sPLA2-III inh,hcDAF-12 act,GC-B act,ssDAF12 agonist,ADAM10 inh,GC-A act,DAX1 inh-1,FXN GAA850 act,SMARCA2 activ,hgDAF-12 ag,DAX1 inh-2
COc1c(Cl)cc(Cl)cc1C(=O)Nc1ccc(C(=O)O)cc1,3,1.1,-1,-1.1,3,-1,-0.4,1.0,5,-3.2,1.2
O=C(Nc1ncn[nH]1)C(F)(F)C(F)F,10,-0.7,12,-1.1,-3,9,0.0,-0.6,-1,-1.1,-0.7
Cc1ccc(OCC(=O)Nc2cc(S(=O)(=O)N3CCCCC3)ccc2N2CCN(C)CC2)c(C)c1,-20,-3.0,7,-1.3,0,4,-1.5,0.2,-1,-2.2,-0.9
O=C(/C=C/c1cccc2ccccc12)NCCC1=CCCCC1,-2,-1.4,-3,-0.8,1,2,0.5,3.1,1,1.4,0.8
Cc1ccccc1N(C(=O)CNC(=O)c1ccco1)C(C(=O)NC1CCCC1)c1ccncc1 (stereo unspecified),8,-1.9,-3,-1.1,3,-4,0.1,1.1,-1,1.1,-1.6
CC(C)c1ccc(/C=N/NC(=O)c2cccc(Cl)c2)cc1,1,3.3,-2,-0.1,10,-5,3.4,-0.5,7,15*,1.4
Cc1ccccc1N1C(=O)c2ccccc2N2C(=O)c3ccccc3C12 (stereo unspecified),5,-3.1,2,-1.5,-14,-1,-1.9,-0.7,1,-1.1,-0.7
COc1ccccc1/C=C1\SC(=O)N(CC(=O)N(C)C2CCS(=O)(=O)C2)C1=O (stereo unspecified),-3,0.7,-4,-0.5,-9,1,0.1,1.2,-2,0.3,0.9
CCOC(=O)[C@]12CCC=C1N(CCC1=CCCCC1)C(=O)[C@H](CC(=O)N1CCN(C(=O)C3CC3)CC1)C2,-1,2.0,6,-1.2,-13,1,3.0,x,-3,0.5,x
CCOC(=O)C1=C(C(F)(F)F)Nc2ncnn2C1c1cccc(OC)c1OC (stereo unspecified),10,-1.3,2,-0.5,8,1,0.6,1.5,5,-0.1,-0.2
CCC1=C(OC(=O)N(CC)CC)N2C(=O)OC(=NCCc3c[nH]c4ccccc34)[C@]2(C)[C@H]2C1=CC[C@H]1C(=O)N(CC)C(=O)[C@H]12,-40,-1.5,2,-1.2,4,-1,-0.2,-4.6,2,2.0,0.6
CCc1c(C)nc2[nH]nc(NC(=O)C(F)(F)F)n2c1=O,-3,1.4,-1,-2.2,-2,-3,0.1,0.0,4,-1.2,-1.0
CNC(=O)c1ccc2snnc2c1,10,-2.3,0,-0.8,-4,0,-0.2,-0.8,-3,-2.6,1.6
CCN1CCN(c2ncnc3sc4c(c23)CCC(C)C4)CC1 (stereo unspecified),-2,0.8,-1,-1.0,-9,3,0.8,1.2,-1,1.1,-0.1
COc1ccc(Cl)cc1S(=O)(=O)NCc1ccncc1,10,-2.1,2,-0.9,-3,2,-2.8,-0.9,-3,-3.2,-0.6
Cc1ccc(C)c(S(=O)(=O)Nc2ccc(C(=O)N3CC(C)OC(C)C3)cc2)c1 (stereo unspecified),-9,-1.7,-4,-1.4,-3,-3,-0.1,0.3,-1,0.8,-0.2
CCOc1ccccc1-c1nc(CN2CCCN(C(=O)c3ccco3)CC2)c(C)o1,-2,-0.6,1,-0.8,-13,-3,-1.1,-0.3,0,-0.6,-0.6
O=C(Cc1ccc(Br)cc1)N/N=C/c1cccnc1,-3,-2.8,-1,-1.5,3,1,-3.5,3.7,-3,-0.5,0.1
COc1ccccc1NC(=O)Nc1nnc(CC(=O)Nc2ccccc2)s1,-45,-0.6,-3,-1.6,-8,-5,-0.7,x,-2,1.2,x
CNc1nc(NC)nc(-n2c(C(F)(F)F)nc3ccccc32)n1,-2,1.2,-1,-1.6,-4,6,-1.4,1.4,0,-1.6,-0.3
Cc1ccc(C(=O)NCCN2C3=NC[C@H](Cc4ccc(O)cc4)N3C[C@H]2Cc2ccc(O)cc2)cc1Br,-10,0.1,4,-0.8,8,2,-0.1,0.6,2,0.0,0.6
Cc1oc2ccc(O)cc2c1C(=O)c1ccc(Br)cc1,-26,-0.6,-23,-1.2,10,-15,-0.3,0.9,-2,0.9,0.8
Cc1ccccc1NC(=O)NNC(=O)CCc1ccccc1,2,-0.7,0,-1.1,4,0,-0.7,2.5,4,0.8,0.9
Cc1nn(C)c(C(=O)Nc2ccn(C34CC5CC(CC(C5)C3)C4)n2)c1[N+](=O)[O-],1,-1.6,4,-1.0,7,-3,0.2,5.0,-2,-3.4,-0.4
NC(=O)c1ccsc1NC(=O)CS(=O)(=O)c1ccc(F)cc1,10,-1.8,0,-0.4,-12,-2,-0.4,1.0,2,-3.1,-0.6

# (continued)
SMILES,sPLA2-III inh,hcDAF-12 act,GC-B act,ssDAF12 agonist,ADAM10 inh,GC-A act,DAX1 inh-1,FXN GAA850 act,SMARCA2 activ,hgDAF-12 ag,DAX1 inh-2
Cc1cccc(C)c1NC(=O)C1CC2CCC1C2 (stereo unspecified),5,-1.1,0,-2.5,-5,1,0.0,-0.3,-1,0.0,-1.2
CCOC(=O)C1CCN(C(=O)c2ccccc2NS(=O)(=O)c2ccc(C)cc2)CC1,-4,2.0,4,-0.9,0,4,-2.1,2.4,-2,0.7,-0.5
CCOC(=O)c1ccc(NC(=O)N2CCN(C(=O)C3CCCO3)CC2)cc1 (stereo unspecified),0,-1.8,3,-1.2,-6,1,0.3,0.6,-1,-2.9,0.1
Cc1cccn2c(=O)c(C=O)c(N3CCN(c4ccc(F)cc4)CC3)nc12,2,0.3,4,-0.7,3,0,0.1,4.8,2,-1.6,-1.1
COc1cccc(OCCOc2ccccc2[N+](=O)[O-])c1,7,-0.2,-2,-0.7,14,0,1.2,6.0,6,5.0,1.2
COc1ccc(/C=N\NC(=S)SCN2C(=O)C3CCC(C)(C2=O)C3(C)C)cc1 (stereo unspecified),10,-0.6,6,-0.8,2,1,0.1,0.5,0,3.9,0.6
O=C(NCCc1ccccc1)c1ccc(NC(=O)C2CC2)cc1,-2,1.4,2,0.3,-1,4,2.8,1.7,1,14*,1.2
COc1cccc(/C=C/C(=O)NCc2ccc(S(N)(=O)=O)cc2)c1,1,0.2,-1,-1.3,-51,0,0.4,0.9,-1,1.4,3.7
COc1ccc(C(=O)NC2CCCN(Cc3ccccc3F)C2)c(OC)c1OC (stereo unspecified),9,-2.2,0,-0.9,-5,-1,0.0,-2.2,3,-0.4,-1.1
CCCc1nc(C)c2c(=O)[nH]c(-c3cc(S(=O)(=O)N4CCN(CC)CC4)ccc3OCC)nn12,-3,2.8,65*,-0.7,-5,53*,0.2,-2.8,-2,3.9,-1.2
COc1ccc([C@@H]2CC=C(C(=O)O)[C@H](c3ccc(Br)cc3)N2S(=O)(=O)c2ccccc2C)cc1,-24,-0.9,-6,-0.9,5,-7,0.3,-0.5,0,1.9,0.4
Cc1csc(NC(=O)c2cnc3ccccc3n2)n1,-2,15*,1,2.1*,-2,-7,2.3,1.7,6,16*,-1.5
CC(=O)Nc1ccc(NC(=O)COC(=O)Cn2cnc3ccccc32)cc1,5,-0.2,2,-0.1,-9,3,0.4,0.5,-1,-0.2,-0.5
COc1ccc(C(=O)N2CCN(C(=O)Cc3ccccc3)CC2)cc1OC,0,-0.9,-5,-1.5,-3,-1,-0.1,1.6,-2,-0.4,-0.1
COc1ccc(-c2noc(COC(=O)c3ccco3)n2)cc1OC,3,0.5,-2,-1.1,-2,0,0.4,-1.3,-3,1.9,0.4
Cc1nc(C)c(-c2ccc(SCC(=O)Nc3cccc(Cl)c3C)nn2)s1,-9,-2.3,0,-1.5,11,1,-5.5,1.2,3,-4.2,-0.8
S=C(NCC1CCCO1)NC1CCCC1 (stereo unspecified),6,2.5,5,-1.7,5,1,-0.2,1.5,1,4.0,-0.2
CCCCn1c(N)c(N(CCOC)C(=O)c2cc(S(=O)(=O)N3CCOCC3)ccc2F)c(=O)[nH]c1=O,5,-0.5,-3,-0.9,1,4,2.1,0.5,-2,-0.1,-1.0
CCOc1cc(N2CCOCC2)c(OCC)cc1NC(=O)COC(=O)/C=C/c1ccc(OC(F)F)cc1,4,-0.6,20,-0.3,-5,16,1.2,-2.3,-1,0.1,-2.4
CCN(CC)CCCCOc1ccccc1OC,1,0.1,5,-0.3,-5,-1,0.5,-1.6,-2,0.6,0.6
COc1ccc(CCCC(=O)NC(C)c2ccccc2)cc1 (stereo unspecified),3,-4.4,-5,-1.7,-2,1,-0.1,0.4,-1,2.0,-0.3
CCCCOc1ccc(C(=O)Nc2ccc(S(=O)(=O)Nc3cc(C)on3)cc2)cc1OC,0,-1.2,-3,-0.9,-4,-1,1.5,2.6,0,-1.1,1.2
O=C(CCS(=O)(=O)c1ccc(Br)cc1)NCc1ccc(F)cc1,-1,-1.4,1,-1.2,5,-2,-1.3,2.0,0,1.4,0.7
CC(OC(=O)/C=C/c1cccs1)C(=O)NC1CCCCC1C (stereo unspecified),2,-0.8,4,-0.9,-3,-1,-2.6,0.6,-2,-2.7,-0.4
COCC(=O)Nc1nc2ccc(C)cc2s1,-1,3.5,1,-0.2,-7,8,2.2,1.0,3,9.5,0.1

# A second format for three compounds above.
# Values run as follows: sPLA2-III inh	hcDAF-12 act	GC-B act	ssDAF12 agonist	ADAM10 inh	GC-A act	DAX1 inh-1	FXN GAA850 act	SMARCA2 activ	hgDAF-12 ag	DAX1 inh-2
Cc1csc(NC(=O)c2cnc3ccccc3n2)n1
 : -2	15*	1	2.1*	-2	-7	2.3	1.7	6	16*	-1.5
CC(=O)Nc1ccc(NC(=O)COC(=O)Cn2cnc3ccccc32)cc1
 : 5	-0.2	2	-0.1	-9	3	0.4	0.5	-1	-0.2	-0.5
COc1ccc(C(=O)N2CCN(C(=O)Cc3ccccc3)CC2)cc1OC
 : 0	-0.9	-5	-1.5	-3	-1	-0.1	1.6	-2	-0.4	-0.1

# Further entries follow.
SMILES,sPLA2-III inh,hcDAF-12 act,GC-B act,ssDAF12 agonist,ADAM10 inh,GC-A act,DAX1 inh-1,FXN GAA850 act,SMARCA2 activ,hgDAF-12 ag,DAX1 inh-2
[O-][n+]1cccc2ncc3cscc3c21,-1,0.3,2,-0.1,-16,0,-0.2,5.2,0,-1.1,2.5
O=C(Nc1ccccc1)C1=C[C@H](c2ccccc2)C[C@H](OCCCCO)O1,-5,5.7*,-6,0.3,6,-4,2.0,-0.6,4,9.1,1.6
COC(=O)C1=C(O)/C(=C\c2cc(C)n(-c3ccccc3C)c2C)N=C1C,-4,3.2,0,-1.1,-38,-4,0.0,1.8,-2,5.6,-1.2
NNC(=O)c1csc(-c2ccccc2)n1,0,1.0,8,-1.6,2,-2,0.0,1.2,0,1.9,0.7
COc1ccc2c(c1)CN1C(=O)N(C3CCCC3)S(=O)(=O)CC21 (stereo unspecified),2,3.3,4,-0.2,1,0,1.0,x,2,3.6,x
Cc1ccc(C)c(N2CCN(CC3CC=CCC3)CC2)c1 (stereo unspecified),6,-0.1,1,-0.7,3,-5,-0.3,0.4,-1,1.3,-0.4
O=C(CNC(=O)c1cccnc1)N/N=C/c1cccnc1,7,-0.9,6,-0.6,-12,5,-0.2,1.3,-3,-0.3,2.0
CS(=O)(=O)c1ccccc1C(=O)Nc1ccc(S(=O)(=O)N2CCCC2)cc1,10,-0.3,-1,-1.2,-16,2,-0.5,1.6,-3,-1.7,-1.7
